# uPA surface inh: blocks generation of uPA at the cell surface | cell surface uPA generation assay, qHTS | Potency, µM (series often up to 38.3 µM), inactives show at the top dose activity change, negative = inhibition, hits mostly inhibitors | 0.31% of 330,000 active; active = well fitted inhibition curve with a large enough effect; inconclusive = small, poorly fitted or top-dose-only effect; inactive = no such curve, though single readings can be large or run the other way; tested in mouse RAW 264.7 cells; also: potency is read from the fitted curve at half-maximal effect; % is scaled to controls: 0 for no effect and ±100 for the full control effect; nearly all actives have a fitted effect of over 55% in size
# Integrin act MD: activators of alpha7 integrin expression for muscular dystrophy; 0.064% of 350,000 active; AID 624291; alpha7betagal myoblasts, beta-gal FDG fluorescence, 48 h; Potency, µM (doses to about 38.3 µM), without a hit: at the top dose activation, most hits filed as activators;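 also: potency is read from the fitted curve at half-maximal effect; 100% = response of the positive control SU9516; nearly all actives have a fitted effect of over 60% in size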
#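 Alpha7betagal+/- myoblasts (passage 13) were plated 16-24 hr, then exposed to compounds (1:260 dilution of DMSO stock) for 48 hours at 37C. After MPER lysis, β-galactosidase reporter activity was read as FDG fluorescence (ex 480/em 540) after 30 minutes.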
# BRCA1 expr act: activators of BRCA1 expression. 1.1% of 380,000 active. MCF7-BRCA1-FFLuc reporter, luminescence, 48 h; response scale: scaled: vehicle 0%, 10 µM genistein 100%. Potency, µM (series often up to 46.1 µM), inactives show at the top dose activation, hits mostly activators. AID 624202; also: potency is read from the fitted curve at half-maximal effect; nearly all actives have a fitted effect of over 80% in size; some results filed as inactive show a strong effect at the top dose
#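 48 h compound treatment of MCF7-BRCA1-FFLuc cells (phenol-red free MEM, 37 °C), then 15 min with luciferase substrate and luminescence imaging.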
# USP2a block: inhibitors of human ubiquitin-specific protease USP2a; AID 463254; Potency, µM (doses to about 38.3 µM), for the others: top-dose activity change, negative = inhibition, hits mostly inhibitors; 0.01% of 330,000 active; O75604; USP2 core, Ub-CHOP2 coupled fluorogenic reporter, 485/531;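 also: potency is read from the fitted curve at half-maximal effect; plate controls were DMSO wells for no effect and full inhibition by NEM control for full effect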
#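 USP2 core (10nM final) preincubated 30min RT with compound in 20mM Tris-HCl pH 8.0, 2mM CaCl2, 2mM beta-mercaptoethanol, 0.05% CHAPS; 25nM Ub-CHOP2 plus 25nM reporter substrate added, fluorescence (Ex485/Em531) read after 60min.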
# Eya2 phos inh: inhibitors of human Eya2 phosphatase activity; O00167; recombinant Eya2, OMFP fluorescence dephosphorylation (OMFP is methylfluorescein phosphate); Potency, µM (highest dose often 76.9 µM), for the others: at the top dose activity, negative = inhibition, actives largely listed as inhibitors; 0.006% of 330,000 active; also: potency is read from the fitted curve at half-maximal effect; % is scaled to controls: 0 for no effect and ±100 for the full control effect
#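 Eya2 (0.2 uM) preincubated 10 min at ambient with compound, then OMFP substrate added at 50 uM; 10 min reaction in 50 mM HEPES pH 7.5, 50 mM NaCl, 5 uM MgCl2, 0.05% BSA, 1 mM DTT. Fluorescence read at Ex 485/Em 525 nm.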
# PTAP TSG101 blk: blocks PTAP/TSG101 interaction to inhibit HIV-1 budding. Q99816. Fluorescence polarization, FITC-PTAP peptide / Tsg101 binding. Potency, µM (series often up to 115 µM), inactives show top-dose activity change, negative = inhibition, most hits filed as inhibitors. 340,000 tested, under 10 active; active = well fitted inhibition curve with a large enough effect in the main read-out, with a control signal flat, not every such curve was filed as active; inconclusive = small, poorly fitted or top-dose-only effect, or effect the other way, or a change in a side signal; inactive = no such curve, though single readings can be large or run the other way; also: potency is read from the fitted curve at half-maximal effect; % of control where 0% means no effect
#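 Fluorescence polarization binding of Tsg101 binding domain (10 uM final) to FITC-labeled PTAP peptide (50 nM final) in HEPES pH 7.5 buffer with NaCl, Tween 20, EDTA, TCEP. Compounds added before peptide; binding 20 min at RT.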
# B2AR arrestin: beta2AR (human) beta-arrestin recruitment activity; P07550; beta-arrestin recruitment to beta2AR, cell-based reporter; Potency, µM (highest dose often 46.1 µM), inactives show at the top dose activation, usual class: activators; 0.02% of 330,000 active; AID 492947;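 also: potency is read from the fitted curve at half-maximal effect; 0% = DMSO controls and full agonism = EC100 isoproterenol or metaproterenol; nearly all actives have a fitted effect of over 65% in size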
# TRPV1 ag: activates the human vanilloid receptor TRPV1; activation, % at 8.33 µM; TRPV1-expressing cells, Fluo-8 calcium influx, agonist mode; Q8NER1; 0.19% of 320,000 active; in the data active = activation above about 80%; inconclusive = between about 30% and that limit; also: 0% is about no effect
# Target sequence (Q8NER1 whole entry, looked up): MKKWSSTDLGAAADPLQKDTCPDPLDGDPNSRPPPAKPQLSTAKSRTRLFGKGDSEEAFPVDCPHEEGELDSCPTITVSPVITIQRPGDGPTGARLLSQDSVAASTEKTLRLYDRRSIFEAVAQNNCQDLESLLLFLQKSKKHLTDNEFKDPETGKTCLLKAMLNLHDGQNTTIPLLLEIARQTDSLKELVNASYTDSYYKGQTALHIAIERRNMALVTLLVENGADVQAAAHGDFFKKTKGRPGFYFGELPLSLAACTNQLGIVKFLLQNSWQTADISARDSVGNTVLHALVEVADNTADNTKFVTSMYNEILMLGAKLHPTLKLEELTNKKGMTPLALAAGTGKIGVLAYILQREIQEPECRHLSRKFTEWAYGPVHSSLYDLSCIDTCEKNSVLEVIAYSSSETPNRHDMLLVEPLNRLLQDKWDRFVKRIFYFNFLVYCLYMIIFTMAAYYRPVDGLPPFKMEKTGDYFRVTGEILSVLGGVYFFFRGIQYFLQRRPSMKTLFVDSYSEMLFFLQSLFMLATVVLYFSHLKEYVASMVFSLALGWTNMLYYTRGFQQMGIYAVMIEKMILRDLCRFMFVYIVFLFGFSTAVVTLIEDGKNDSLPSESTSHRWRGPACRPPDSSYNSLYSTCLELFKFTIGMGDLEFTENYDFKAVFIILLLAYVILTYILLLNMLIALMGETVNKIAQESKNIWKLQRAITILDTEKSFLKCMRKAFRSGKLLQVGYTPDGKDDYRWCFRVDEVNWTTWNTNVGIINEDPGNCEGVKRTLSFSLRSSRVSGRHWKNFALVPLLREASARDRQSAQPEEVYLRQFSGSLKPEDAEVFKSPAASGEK
#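 Cells expressing TRPV1 were dye-loaded with Fluo-8 and read kinetically: 10 s baseline, 3 min after compound (agonist portion), then 2 min after EC20 capsaicin (allosteric enhancer portion). Calcium-bound dye fluorescence at 480/520 nm.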
# ELG1 genotox: induces genotoxicity in HEK293T cells with luciferase-tagged ELG1; HEK293T ELG1-luciferase reporter, luminescence, 16 h; Potency, µM (top dose mostly 46 µM), without a hit: at the highest dose activity change, positive = activation, hits mostly activators; 1.3% of 330,000 active; AID 504466; also: potency is read from the fitted curve at half-maximal effect; % of control where 0% means no effect; nearly all actives have a fitted effect of over 60% in size
#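 Luminescence read-out: rising ELG1-luciferase signal, reflecting elevated ELG1 protein under genetic stress, flags genotoxic compounds. Cells were treated for 16 hr at 37 °C before ONE-Glo detection.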
# ASM inhibitor: inhibitors of human secretory acid sphingomyelinase; P17405; AID 504937; Potency, µM (series often up to 57.5 µM), for inactives: top-dose activity change, negative = inhibition, actives largely listed as inhibitors; placental ASM, HMU-PC fluorogenic substrate, 60 min; 0.006% of 340,000 active; also: potency is read from the fitted curve at half-maximal effect
#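 Fluorogenic HMU-PC substrate (9 uM final) is turned over by placental ASM in 60 min at 37 C after a 10 min compound preincubation. Reaction ended by alkaline stop (pH 10), with fluorescence read at 386/447 nm.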
# p53 reactivation: restores transcriptional activity of mutant p53; H1299 p53-A138V BP100-luciferase reporter, luminescence, 24 h; Potency, µM (top dose mostly 92.2 µM), for inactives: top-dose activity change, positive = activation, actives largely listed as activators; 0.063% of 320,000 active; also: potency is read from the fitted curve at half-maximal effect; % of control where 0% means no effect; nearly all actives have a fitted effect of over 45% in size
#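 H1299 (p53-null), stable ts p53-A138V + BP100-Luc; 1000 cells/well, Opti-MEM/10% FBS; cpd 4 pt, 1:5; 24 h, 37 deg C, 5% CO2; detection reagent 10 min RT; luminescence.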
# Numbers without * were called inactive; ? = inconclusive; . = no result given; & = joins results of further samples; [ ] = remark or other dose. Unless noted, calls follow the shape of the dose curve; as a rule, active = well fitted curve in the direction sought with a large enough effect; inconclusive = small, poorly fitted or top-dose-only effect, or another doubt; inactive = no such curve, though single readings can be large; an effect the other way counts as inactive or inconclusive.
mol	uPA surface inh	Integrin act MD	BRCA1 expr act	USP2a block	Eya2 phos inh	PTAP TSG101 blk	B2AR arrestin	TRPV1 ag	ELG1 genotox	ASM inhibitor	p53 reactivation
COc1ccc2nc(C)c3c(c2c1)OC(C)C3 (stereo not given)	-6%	6%	-1%	-2%	7%	2%	0.3%	12	1%	3%	-4%
COc1ccc(CNc2n[nH]c(NCc3ccc(OC)c(OC)c3)n2)cc1OC	-5%	7%	0%	1%	-1%	-4%	-0.4%	-3	1%	1%	-7%
O=C(CCc1nc2ccccc2s1)OCC(=O)N1CCN(C(=O)c2ccco2)CC1	1%	-4%	2%	-1%	-1%	-1%	-1.7%	4	-2%	3%	0%
CCn1c(SCC(=O)N2CCCC(C)C2)nnc1-c1ccco1 (stereo not given)	1%	-16%	-19%	-1%	6%	-6%	0.3%	-2	0%	-3%	1%
CCCCC1=CC2=CC(=O)C(C)(OC(=O)CC)C(=O)C2=CN1C1CCCC1 (stereo not given)	21%	-8%	-1%	8%	-2%	-8%	-0.4%	0	0%	51%[activator]	0%
Cc1cccc(-n2c(SCC(=O)O)nc3sc4c(c3c2=O)CCC4)c1	4%	-19%	-25%	-1%	-5%	2%	-0.2%	3	5%	9%	4%
C=CCn1c(=O)n(CCC#N)c(=O)n(CCC#N)c1=O	4%	22%	3%	2%	9%[15.4 µM]	-1%	-0.1%	0	0%	6%	-3%
O=C(Nc1cccc(O)c1)c1cc(-c2ccc3c(c2)OCO3)on1	-17%	-14%	39%	0%	1%	2%	-0.3%	?	?	2%	-11%
c1ccc(-n2ncc3c(NCCCN4CCOCC4)ncnc32)cc1	-4%	11%	37%[1.84 µM]	1%	13%	-4%	4.2%	2	?	1%	10%
COc1ccc2nc(NC(=O)c3cnccn3)sc2c1	.	18%[7.66 µM]	-28%	-1%	22%	0%	-0.3%	4	?	-8%	2%
Cc1[nH]c(=O)[nH]c(=O)c1S(=O)(=O)N1CCCC(C(=O)NCc2ccc3c(c2)OCO3)C1 (stereo not given)	0%	-13%	-1%	4%	-12%	-1%	-1.0%	-1	-8%	0%	2%
CC(COc1ccc(/C=C/c2ccccc2)cc1)[N+](C)(C)C (stereo not given)	?	.	-22%	0%	5%&-13%	-4%	0.1%	-3	-6%	-6%	-3%
COc1ccc(OCC(=O)NC(CC(=O)O)c2ccc(OC)c(OC)c2)cc1 (stereo not given)	5%	13%	5%	2%	-5%	-5%	-0.2%	1	3%	-2%	1%
CC[C@@H](C)[C@H](NC(=O)CCc1c(C)c2cc3c4c(oc3c(C)c2oc1=O)CCCC4)C(=O)O	-6%	-15%	-21%	-1%	-10%	-6%	-0.6%	-3	5%	140%[activator]	-11%
COc1ccc(C=C(C(=O)O)c2ccc(OC)cc2)cc1	1%	2%	58%	.	.	-1%	.	.	.	-2%	.
NC(=O)CC(NC(=O)Cc1ccc(Cl)cc1)c1ccc(NC2CCCCCCC2)c([N+](=O)[O-])c1 (stereo not given)	-16%	-2%	-17%	-2%	4%	-3%	0.1%	-2	-2%	-10%	3%
COc1ccccc1C(CNC(=O)CSc1ccc2ccccc2c1)N(C)C (stereo not given)	-2%	-52%[inhibitor]	-15%	3%	-12%	-1%	0.0%	-3	-5%	-1%	?
O=S(=O)(Nc1ccc2nc(C(F)(F)F)[nH]c2c1)c1ccccc1	-8%	-3%	-58%	0%	3%	-6%	-0.9%	5	-13%	0%	-2%
Cc1ccc(OCc2cc(C(=O)NC3CCc4ccccc43)no2)cn1 (stereo not given)	-21%	-30%	-12%	-1%	0%	0%	0.0%	9	-8%	-2%	-3%
O=C(NCc1cccnc1)Nc1cccc(F)c1	5%	-11%	-2%	1%	2%	1%	0.1%	0	6%	4%	1%
CCOc1ccc(OCC(=O)N2CCOCC2)cc1	9%	1%	21%	1%	-23%	0%	0.0%	-1	0%	-1%	-11%
Cc1cccc(NC(=O)c2ccc(S(=O)(=O)N3CC(C)OC(C)C3)cc2)n1 (stereo not given)	3%	-8%	-20%	-1%	-3%	0%	-0.1%	-2	?	0%	-1%
Cc1cc(C(=O)CSc2nnnn2C)c(C)n1-c1cccc(F)c1	-12%	-28%	?	3%	-9%	-9%	0.0%	30	?	-2%	?
O=C(O)C(Sc1ccncn1)c1ccccc1 (stereo not given)	-18%	22%	2%	2%	6%	0%	0.0%	-1	-1%	-2%	2%
CC1CCCN(CC(O)COc2ccc(-c3ccccc3)cc2)C1 (stereo not given)	-1%	-74%[inhibitor]	-18%	0%	-18%	-7%	0.3%	5	-5%	2%	-14%
CC(=O)c1ccc(NC(=O)C[n+]2ccc(N(C)C)cc2)cc1	2%	0%	-36%	0%	6%	-1%	0.0%	-4	-7%	3%	18%
N#Cc1nc(-c2ccccc2)oc1NCc1ccco1	-27%	-14%	-5%	2%	0%	-2%	0.1%	9	?	-2%	7%
COc1cccc(CNC(=O)CCC2CCCN(C(=O)c3cccnc3SC)C2)c1 (stereo not given)	3%	?	-1%	-5%	3%	3%	-0.3%	-4	19%	2%	4%
Cc1ccc(-c2nc3c(c(SCC(=O)N4CCOCC4)n2)COC(C)(C)C3)cc1	-1%	-19%	-11%	.	.	-3%	.	.	.	-4%	.
CCn1c(SCC(N)=O)nnc1C(C)C	1%	14%	-4%	3%	-3%	-2%	-0.1%	1	-4%	0%	0%
C=CS(=O)(=O)c1sc(Cl)c(N2CCOCC2)c1[N+](=O)[O-]	-8%	-70%[inhibitor]	-26%	11%	16%	-2%	-1.2%	6	7%	-3%	-11%
COc1ccc(OCC(=O)NCc2nc(-c3ccccc3)no2)cc1	3%	-11%	-15%	.	.	0%	.	.	.	-3%	.
CC1(C)CC(NS(=O)(=O)c2ccc(C(C)(C)C)cc2)CC(C)(C)N1	-7%	-2%	-20%	0%	-20%	-1%	0.1%	-2	-3%	-2%	.
CC(C)[C@H](NC(N)=O)C(=O)Nc1cccc(S(=O)(=O)N2CCOCC2)c1	8%	-12%	-2%	2%	1%	-1%	0.0%	0	-3%	0%	0%
CC(C)(CNS(=O)(=O)c1ccc(F)cc1)CNS(=O)(=O)c1ccc(F)cc1	-3%	9%	-34%	-1%	5%	-7%	-0.3%	1	-9%	2%	-4%
COc1ccc2c(C(=O)CN3CCN(c4ccccc4)CC3)c[nH]c2c1	2%	-2%	-8%	2%	22%	12%	-0.2%	-3	-2%	-3%	-2%
CCNC(=S)N1N=C2c3ccccc3CCC2C1c1ccc(F)cc1 (stereo not given)	-10%	-7%	-73%	-1%	-20%	0%	0.4%	7	-4%	-7%	-3%
C[C@@]12C(=O)N(c3cccc(F)c3)C(=O)N1[C@H](c1ccc(F)cc1)[C@@H]1C(=O)N(C3CCCCC3)C(=O)[C@@H]12	4%	0%	-33%	-8%	0%	-1%	0.1%	14	3%	2%	4%
Cc1cc2c(cc1C)NC(c1cccnc1)C1=C(CC(C)(C)CC1=O)N2 (stereo not given)	4%	6%	-8%	0%	-21%	-10%	0.2%	-3	1%	0%	-3%
CCN1CCN(S(=O)(=O)c2ccc(Cl)c(C(=O)NC(C)c3ccccc3Cl)c2)CC1 (stereo not given)	2%	14%	-6%	1%	-1%	-1%	0.4%	2	-4%	-2%	-2%
O=C1OC(c2cccs2)=N/C1=C\c1ccc(-c2ccccc2Cl)o1	.	-10%	-16%	-1%	17%	?	-0.1%	-1	-2%	-5%	4%
COc1ccc(-c2cc(C(=O)NC(Cc3c[nH]c4ccccc34)C(=O)O)c(C)o2)cc1OC (stereo not given)	3%	-12%	54%	2%	5%	-4%	-0.5%	2	3%	-2%	22%
CCOc1ccccc1NC(=O)C1CCCN1C(=O)c1cccs1 (stereo not given)	?	7%	-1%	0%	20%	2%	0.1%	6	-1%	1%	-14%
COc1ccc(CNCCC(c2ccc(OC(C)C)cc2)C(C)C)cc1OC (stereo not given)	.	-40%	-80%	-1%	-14%	-8%	-2.6%	12	-7%	-6%	-10%

# Assay outcomes deposited in PubChem by National Center for Advancing Translational Sciences (NCATS).

# Compounds as they come (roughly 2.6% active in at least one column).
